# High-throughput results (PubChem BioAssay)
# TDP1 cell CPT = growth inhibition of DT40 Tdp1-/-;hTDP1 cells with camptothecin (screen for TDP1 inhibitors) | AID 686979 | hit rate 12% among 420,000 | Potency, µM (titrated, usually from 46.2 µM), without a hit: top-dose activity change, negative = growth inhibition, most hits filed as inhibitors | chicken DT40 Tdp1-/-;hTDP1 cells + 20 nM CPT, ATP luminescence, 48 h; further: nearly all actives have a fitted effect of over 55% in size
#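 Chicken DT40 Tdp1-/- cells complemented with human TDP1, 400 cells/well, exposed to compounds plus 20 nM camptothecin for at least 48 h at 37 C; viability read as ATP content by CellTiter-Glo luminescence.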
# N370S GC mod = inhibits or activates N370S mutant glucocerebrosidase. hit rate 0.092% among 330,000. Potency, µM (titrated, usually from 59.4 µM), for inactives: at the top dose activity change, negative = inhibition, usual class: inhibitors. N370S GC spleen homogenate, 4MU-glucoside fluorescence. P04062. AID 2101;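 further: 0% = full enzyme activity and -100% = no enzyme basal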
# FEN1 inhibitor = blocks human flap endonuclease 1 | hit rate 0.35% among 390,000 | AID 588795 | P39748 | Recombinant FEN1 flap cleavage, fluorescence, 15 min | Potency, µM (series often up to 114 µM), without a hit: at the top dose activity change, negative = inhibition, actives largely listed as inhibitors; further: nearly all actives have a fitted effect of over 65% in size
# Target sequence (P39748 whole entry, looked up): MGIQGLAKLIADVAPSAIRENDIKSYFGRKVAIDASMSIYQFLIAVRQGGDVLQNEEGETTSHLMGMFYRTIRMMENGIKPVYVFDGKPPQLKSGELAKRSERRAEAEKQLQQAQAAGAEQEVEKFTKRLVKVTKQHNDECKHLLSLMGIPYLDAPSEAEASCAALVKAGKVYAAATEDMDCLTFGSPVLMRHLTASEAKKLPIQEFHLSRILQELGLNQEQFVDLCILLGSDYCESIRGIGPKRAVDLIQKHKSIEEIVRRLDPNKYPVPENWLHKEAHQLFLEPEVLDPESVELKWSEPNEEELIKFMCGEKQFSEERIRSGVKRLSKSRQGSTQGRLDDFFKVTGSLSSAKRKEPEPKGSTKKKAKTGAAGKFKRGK
#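 FEN1 at 10 nM preincubated with compounds 15 min at room temperature, then flap DNA substrate added at 50 nM final. Signal read at 0 and 15 min; concentration-response fitted with four-parameter Hill equation.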
# * = called active by the depositor; ? = inconclusive; / = not tested or not shown; & = joins results of further samples. The call rests on the fitted dose curve; in most records, active means well fitted curve in the direction sought with a large enough effect; inconclusive means small, poorly fitted or top-dose-only effect, or another doubt; inactive means no such curve, though single readings can be large; an effect the other way counts as inactive or inconclusive. Unless noted, on the % scale 0 is the no-effect control and ±100 the full control effect; potency means the concentration at half of the fitted maximal effect. Only part of the results is shown; rates above refer to the full screens.
SMILES,TDP1 cell CPT,N370S GC mod,FEN1 inhibitor
CCN(CC)C(=O)c1sc2c(c1C)c(=O)n(Cc1ccccc1)c(=O)n2CC(=O)Nc1ccc(OC)cc1,?,/,4.3%
O=C(COc1ccc(F)cc1)Nc1nnc(SCc2cc(=O)n3ccccc3n2)s1,-9.2%,/,18.2%
Cc1cccc(NC(=O)C2CCN(S(=O)(=O)c3ccc4c(c3)CCCN4C(=O)C3CCC3)CC2)c1,?,/,-10.7%
C=CCOc1ccc(/C=N/n2nnnc2N)cc1OC,2.5%,/,6.0%
CCOC(=O)C1CCN(c2ccc(C(N)=O)cc2[N+](=O)[O-])CC1,-27.6%,-3.1%,-11.2%
CN(Cc1ccccc1)Cc1nc2c(c(=O)n(C)c(=O)n2C)n1Cc1ccc(F)cc1,?,-0.2%,-17.6%
COc1cc(Cl)c(NS(=O)(=O)c2c(C(=O)N3CCCC3)c(C)n(C)c2C)c(OC)c1,?,-8.1%,-7.4%
CN(C(=O)c1cc(C(=O)N(C)c2ccccc2)cc([N+](=O)[O-])c1)c1ccccc1,?,-9.8%,-11.0%
Cc1ccc2nc(-c3ccc(-c4ccccn4)s3)cn2c1,-27.4%,?,-8.2%
CC(O)(C#CCN1CCOCC1)c1ccccc1 (stereo unspecified),10.3%,-2.3%,1.9%
COc1cccc(C(=O)N2CCN(c3ncccn3)CC2)c1,-15.3%,-0.3%,-1.6%
N=c1n(CCCOc2ccc(Br)cc2)c2ccccc2n1CC(N)=O,18.4µM*,?,-1.1%
COCCCN(C(=O)CCOc1ccccc1C)c1c(N)n(Cc2ccccc2)c(=O)[nH]c1=O,1.2%,-15.5%,-6.0%
COc1ccccc1CCC(=O)Nc1cccc(S(=O)(=O)N2CCOCC2)c1,-2.4%,-12.5%,1.3%
CC(C)c1cc(N=NC(N)=O)cc(C(C)C)c1O,1.2%,-17.2%,10.1%
Cc1cc(Br)ccc1NC(=O)CSCc1c(C)noc1C,?,/,-5.2%
COc1cccc(C(c2sc3nc(-c4ccco4)nn3c2O)N2CCC3(CC2)OCCO3)c1 (stereo unspecified),-2.0%,/,-4.8%
CC(NC(=O)CSc1n[nH]c(-c2ccccc2Cl)n1)c1nc2ccccc2n1C (stereo unspecified),-9.5%,/,14.5%
CC(/C=N/NC(=O)c1cc(-c2ccc(Cl)cc2)nc2ccccc12)=C\c1ccco1,2.91µM*,6.4%,-2.5%
CCN(C(=O)COC(=O)CSc1ccc([N+](=O)[O-])cc1)C1CCS(=O)(=O)C1 (stereo unspecified),?,-8.4%,2.1%
O=C1CN(Cc2ccccc2)C(=NCc2ccco2)S1,2.4%,6.6%,-23.0%
COc1ccc(-c2nnc(SCC(=O)N3CCCC3)o2)c(OC)c1,?,2.5%,3.8%
CC1=C(/C=C/C(C)=C/C=C/C(C)=C/C=C/C=C(C)/C=C/C=C(C)/C=C/C2=C(C)C(=O)CCC2(C)C)C(C)(C)CCC1=O,-13.4%,2.5%,/
CC(C)Nc1nc(NC(N)=S)nc(NC(C)(C)C)n1,14.7%,0.4%,-6.1%
CC(NC(=S)Nc1ccc(F)cc1)c1ccccc1 (stereo unspecified),-2.9%,9.4%,5.2%
CCN(CC)c1ccc(/C=C/c2ccc3ccc(OC)cc3[n+]2CC)cc1,0.0651µM*,-2.6%,35.5µM*
CCCCCc1ccc(-c2cn(Cc3ccc(C(=O)c4ccccc4)cc3)nn2)cc1,3.26µM*,1.1%,0.0%&-9.6%
CSc1ccccc1NC(=O)CSc1nncs1,3.5%,9.6%,-3.5%
COc1ccc(CCN(C)C(=O)c2cccc(S(=O)(=O)NCc3ccccc3)c2)cc1OC,-6.8%,-11.3%,-7.0%
CCc1ccccc1OCCSc1nc(-c2cccs2)nc2cc(=O)[nH]n12,-14.6%,/,-12.1%
COc1ccc(NC(=O)CSCC(=O)Oc2c(OC)cccc2OC)cc1,2.4%,-18.9%,-2.8%
Cc1ccc(S(=O)(=O)NCC2CCC(C(=O)NCCCOC(C)C)CC2)cc1 (stereo unspecified),-3.1%,-0.4%,11.6%
CCOC(=O)C1CCCN(S(=O)(=O)c2cnc(Cl)c(Br)c2)C1 (stereo unspecified),?,4.9%,-11.1%
O=C(NC1CC1)c1ccc(F)cc1Cl,-0.4%,?,-0.9%
O=c1c2[nH]cnc2n(-c2ccccc2)c(=O)n1Cc1ccccc1,?,2.1%,-13.3%
Cc1ccc(NC(=O)C(Cc2ccccc2)NC(=O)c2ccco2)cc1 (stereo unspecified),-16.9%,-1.6%,1.1%
CCN(CC)C(=O)Cn1cc(C(=O)C(=O)NCCCn2ccnc2)c2ccccc21,9.7%,-1.8%,-2.0%
Cc1nc2cc(Cl)ccc2n1-c1ccccc1,-27.3%,4.6%,-9.9%
Cc1nn(-c2ccccc2)c2[nH]c(C(F)(F)F)cc(=O)c12,-7.6%,?,-9.6%
O=C(COC(=O)Cc1c[nH]c2ccccc12)NC1CCCCC1,10.0%,0.3%,2.6%
CN1CCN(C(=O)c2cnn(-c3ccccc3)c2C2CCN(C(=O)OC(C)(C)C)CC2)CC1,-3.1%,/,18.0%
CCOc1ccc2[nH]c3c(NCC(C)C)ncnc3c2c1,?,-6.9%,?
CCOc1ccccc1/C=C/c1onc(C)c1S(=O)(=O)N1CCC(C(=O)N2CCCCC2)CC1,16.4µM*,/,6.1%
COc1ccccc1N1CCN(c2nc3ccc(C)cc3n3nnnc23)CC1,10.3%,/,0.9%
COC(=O)C1c2ccccc2-c2ccccc21,3.7%,-7.4%,-9.9%
Nc1nc(SCc2ccccc2Cl)nc2nc3c(cc12)CCCC3,?,11.4%,8.1%
O=C(CSc1nc2ccccc2c(=O)n1-c1ccccc1)N1CCCc2ccccc21,-1.0%,?,-9.6%
COc1ccc(F)cc1C(=O)C1CCCN(Cc2cn(C)c3ccccc23)C1 (stereo unspecified),14.6µM*,-7.3%,-15.6%

# An excerpt of these results, bar-delimited:
smiles | TDP1 cell CPT | N370S GC mod | FEN1 inhibitor
O=C(COC(=O)Cc1c[nH]c2ccccc12)NC1CCCCC1 | 10.0% | 0.3% | 2.6%
O=c1c2[nH]cnc2n(-c2ccccc2)c(=O)n1Cc1ccccc1 | ? | 2.1% | -13.3%
CC(NC(=O)CSc1n[nH]c(-c2ccccc2Cl)n1)c1nc2ccccc2n1C (stereo unspecified) | -9.5% | / | 14.5%
CCOC(=O)C1CCN(c2ccc(C(N)=O)cc2[N+](=O)[O-])CC1 | -27.6% | -3.1% | -11.2%

# Following part.
SMILES,TDP1 cell CPT,N370S GC mod,FEN1 inhibitor
O=C(O)c1oc2ccccc2c1-n1cccc1,?,0.4%,-9.0%
Cc1ccc(S(=O)(=O)/N=S(\C)CC2CC2(Cl)Cl)cc1 (stereo unspecified),-20.8%,15.5%,-17.8%
CCOC(=O)C1=C(C)C(c2ccc(OC)cc2)NC(=S)N1 (stereo unspecified),20.6µM*,6.3%,1.9%
COC(=O)c1sc(C(C)(C)C)cc1CSc1ccccc1,14.4%,2.4%,-8.9%
Oc1ccc2ccccc2c1CN1CC2CCC(CC2)C1,?,/,0.8%
Cc1ccc(NC(=O)C2CCN(S(=O)(=O)c3ccc(N4CCCC4=O)cc3)CC2)cc1Cl,5.8µM*,5.8%,-8.1%
COc1ccc(NC(=O)c2sc3nc(C)c(C(=O)Nc4ccc(Cl)cc4)c(-c4ccc(Br)cc4)c3c2N)cc1,?,/,-15.9%
Cc1ccc(NC(=O)c2ccc([N+](=O)[O-])cc2Cl)nc1,-9.7%,5.7%,1.5%
COc1ccccc1OCCOc1ccc(/C=N/n2cnnc2)cc1,-3.2%,2.6%,-19.8%
COc1cccc(Cn2c(Oc3cccc(C)c3)nc3c2c(=O)n(C)c(=O)n3C)c1,20.6µM*,11.5%,-8.6%
COc1cc(C)ccc1S(=O)(=O)N1CCCCCC1,-27.0%,4.6%,13.6%
COC(=O)c1c(NC(=O)COc2cccc(C(F)(F)F)c2)sc2c1CCCC2,-18.3%,/,-1.3%
O=C(COc1cccc([N+](=O)[O-])c1)N/N=C/c1ccco1,-8.8%,-6.5%,13.1%
Cc1c(C(=O)N2CCc3ccccc3C2)sc2nc(-c3ccccc3)cn12,?,7.6%,6.8%
C=CCNC(=S)/N=c1/ccccn1Cc1ccccc1,7.31µM*,-7.5%,-6.7%
CCOc1cccc2cc(-c3nc4sc5c(c4c(=O)[nH]3)CCC(C(C)(C)C)C5)c(=O)oc12 (stereo unspecified),-6.0%,/,-2.3%
O=C(COc1ccccc1Cl)Nc1cnn(Cc2ccccc2)c1,-10.1%,20.4%,5.0%
COc1ccc(Oc2ccc(C(F)(F)F)cc2N)cc1,?,1.8%,-3.5%
COc1ccc(CNC(=O)CNC(=O)CNS(=O)(=O)c2ccc(C)c(C)c2)cc1,0.4%,-1.3%,0.1%
Cc1ccc(NC(=O)COC(=O)c2cc(=O)c3ccccc3o2)c(Br)c1,2.4%,/,16.7%
CC(C)CCN1CCN(CC#Cc2ccccc2)CC1CCO (stereo unspecified),-21.7%,-5.4%,-1.9%
O=C(Nc1cc(Cl)ccc1Cl)c1ccc(OC(=O)c2ccco2)cc1,-3.7%,-2.1%,-4.9%
COc1ccc(N2CCN(CCNS(=O)(=O)c3ccc(C)cc3)CC2)cc1,?,-21.4%,10.3%
O=C(CN1CCN(S(=O)(=O)c2ccc(F)c(Cl)c2)CC1)N1CCOCC1,-16.8%,/,9.1%
O=C(NCC1CCCO1)C1c2ccccc2Oc2ccccc21 (stereo unspecified),22.4%,-2.7%,2.2%
COc1ccc(CCN(C(=O)C(F)(F)F)C(C(=O)NC2CCCCC2)c2cccs2)cc1 (stereo unspecified),7.31µM*,?,14.8%
Oc1ccccc1CN1CCCN(Cc2ccccc2O)C1,-19.6%,-1.0%,-7.8%
CC(C)c1ccc(C(=O)CC2(O)C(=O)N(CCc3ccccc3)c3ccc(Cl)cc32)cc1 (stereo unspecified),?,/,-27.1%
CCN1CCN(C(=O)Cn2c(-c3cccs3)cc3cc(Cl)ccc32)CC1,?,/,-4.4%
O=C(Cc1ccc(Cl)cc1)NCCCNC(=O)c1cccnc1,-23.4%,-9.7%,1.6%
CC(=O)Nc1ccc(-n2cc3c(c2-c2ccc(C)cc2)c(=O)n(C)c(=O)n3C)cc1,?,/,10.9%
COc1ccc(NC(=S)NC(=O)c2cc3ccccc3o2)c(OC)c1,-7.5%,1.0%,-0.1%
FC(F)(F)c1ccccc1-c1nccc(NCCN2CCOCC2)n1,6.8%,-0.4%,/
Cc1ccc(C2(C(F)(F)F)NC(=O)N3N=C4CCCCCN4C3=C2C#N)cc1 (stereo unspecified),-3.5%,1.1%,4.2%
Fc1ccc(Nc2ncnc3ccc(-c4ccoc4)cc23)cc1,14.6µM*,-7.5%,/
CN1CCN(C(=O)OCCOCCOC(=O)N2CCN(C)CC2)CC1,6.7%,/,3.3%
COc1ccc2[nH]cc(CCNC(=O)COc3cc(C)cc4oc(=O)cc(C)c34)c2c1,?,6.2%,-6.6%
NC(=O)CSc1nccn1Cc1ccccc1,-10.3%,-3.6%,3.5%
Cc1ccc(C)c2c1cc(C)c1nnc(SCC(=O)N3CCCc4ccccc43)n12,?,-5.4%,-0.6%
CCc1cccc(CC)c1NC(=O)C[n+]1cccc(C(N)=O)c1,8.7%,-1.2%,-2.2%
Cc1ccc(S(=O)(=O)N2[C@@H](c3ccccc3)C(C(=O)O)=CC[C@H]2c2ccc3c(c2)OCO3)cc1,2.4%,-2.3%,-2.1%
Cc1cccc(C)c1OCCNC(=O)c1ccc2ccccc2n1,20.6µM*,0.1%,1.6%
Cc1ccc(S(=O)(=O)N(C)c2ccc(C(=O)N3CCCCC3)cc2)cc1,9.2µM*,1.7%,-2.8%
COc1ccc(CN(C)C(=O)C2CCN(C(=O)Nc3ccccc3)CC2)cc1,-5.2%,-7.3%,3.4%
COc1cc(C(Nc2ccccn2)c2c(NC(=O)c3ccco3)sc(C)c2C)cc(OC)c1OC (stereo unspecified),-18.4%,-4.0%,-17.1%
O=C(O)c1ccc(/C=N/Nc2ncc(C(F)(F)F)cc2Cl)cc1,3.2%,2.6%,-5.4%
CCC(=O)N1CCc2cc(S(=O)(=O)NC(C(=O)NCc3ccc(OC)cc3)C(C)C)ccc21 (stereo unspecified),-17.5%,/,-8.2%
Cc1ccc(S(=O)(=O)N2CCOCC2)cc1C(=O)OC1CCCCC1=O (stereo unspecified),-10.5%,2.4%,20.4%
O=C(CCc1ccccc1)NCc1nc2cccnc2n1Cc1ccc(F)cc1,-23.8%,/,-4.5%
COc1ccc2[nH]c(CN3CCN(CCC(C)C)C(CCO)C3)c(C)c2c1 (stereo unspecified),-23.3%,-11.8%,-14.9%
Cc1ccc(S(=O)(=O)N2CCN(c3nc(-c4ccccc4)nc4ccccc34)CC2)cc1,6.8%,/,-3.9%

# 2 entries drawn at random from those above:
SMILES,TDP1 cell CPT,N370S GC mod,FEN1 inhibitor
CCC(=O)N1CCc2cc(S(=O)(=O)NC(C(=O)NCc3ccc(OC)cc3)C(C)C)ccc21 (stereo unspecified),-17.5%,/,-8.2%
Cc1ccc(S(=O)(=O)N2CCOCC2)cc1C(=O)OC1CCCCC1=O (stereo unspecified),-10.5%,2.4%,20.4%
